AmpC detergent = AmpC beta-lactamase inhibition with detergent present. Potency, µM (top dose mostly 114 µM), inactives show top-dose activity change, negative = inhibition, most hits filed as inhibitors. 0.041% of 370,000 active. AID 485294. AmpC hydrolysis of nitrocefin, absorbance 480 nm, 0.01% Triton;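 also: potency is read from the fitted curve at half-maximal effect; 0% = no-compound wells and -100% = no-enzyme wells; nearly all actives have a fitted effect of over 25% in size; some results filed as inactive show a strong effect at the top dose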
Target sequence (P00811 whole entry, looked up): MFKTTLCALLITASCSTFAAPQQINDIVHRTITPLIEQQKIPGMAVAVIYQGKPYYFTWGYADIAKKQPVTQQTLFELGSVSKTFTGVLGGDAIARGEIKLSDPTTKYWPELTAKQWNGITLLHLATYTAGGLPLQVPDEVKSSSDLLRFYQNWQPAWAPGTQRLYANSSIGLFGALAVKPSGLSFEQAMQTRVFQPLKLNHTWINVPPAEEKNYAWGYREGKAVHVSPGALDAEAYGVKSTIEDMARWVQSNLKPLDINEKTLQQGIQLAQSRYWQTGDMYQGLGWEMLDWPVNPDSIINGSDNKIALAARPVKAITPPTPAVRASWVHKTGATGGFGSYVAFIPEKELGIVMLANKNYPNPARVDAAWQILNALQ
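AmpC (5.3 nM in the dispensed reagent) in 20 mM phosphate pH 7.0 with 0.01% (detergent screen) or 0.0001% Triton X-100 was preincubated with compounds for 15 min at room temperature. Nitrocefin was then added from an 800 uM solution, and hydrolysis was followed at 480 nm.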
AmpC inh no detg = AmpC beta-lactamase inhibition without detergent. P00811. AmpC nitrocefin hydrolysis, absorbance 480 nm, 0.0001% Triton. Potency, µM (titrated, usually from 57.1 µM), without a hit: top-dose activity change, negative = inhibition, most hits filed as inhibitors. 0.52% of 330,000 active. AID 485341;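 also: potency is read from the fitted curve at half-maximal effect; plate controls were no compound for no effect and no enzyme for full effect; nearly all actives have a fitted effect of over 20% in size; some results filed as inactive show a strong effect at the top dose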
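20 mM phosphate pH 7.0 + 0.01% (detergent screen) or 0.0001% Triton X-100; 5.3 nM AmpC reagent; cpd preinc 15 min RT; nitrocefin (800 uM stock) to start; A480 q20 s × 4 min; Activity was normalised to no-enzyme and no-compound control wells.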
Shiga inhibitor = blocks Shiga toxin action in Vero cells; Vero cells, Shiga toxin protein synthesis inhibition reporter; inhibition, % at 38.7 µM; 9.2% of 290,000 active; in the data active = inhibition mostly above about 28%, no sharp cut-off; inactive = mostly below about 43%; also: 0% is about no effect
Giardia FBPA inh = Giardia lamblia aldolase inhibition; Potency, µM (series often up to 59.6 µM), for inactives: top-dose activity, negative = inhibition, usual class: inhibitors; purified Giardia FBPA; 0.71% of 290,000 active; A8B2U2; also: potency is read from the fitted curve at half-maximal effect; % is scaled to controls: 0 for no effect and ±100 for the full control effect; nearly all actives have a fitted effect of over 55% in size
Target sequence (A8B2U2 whole entry, looked up): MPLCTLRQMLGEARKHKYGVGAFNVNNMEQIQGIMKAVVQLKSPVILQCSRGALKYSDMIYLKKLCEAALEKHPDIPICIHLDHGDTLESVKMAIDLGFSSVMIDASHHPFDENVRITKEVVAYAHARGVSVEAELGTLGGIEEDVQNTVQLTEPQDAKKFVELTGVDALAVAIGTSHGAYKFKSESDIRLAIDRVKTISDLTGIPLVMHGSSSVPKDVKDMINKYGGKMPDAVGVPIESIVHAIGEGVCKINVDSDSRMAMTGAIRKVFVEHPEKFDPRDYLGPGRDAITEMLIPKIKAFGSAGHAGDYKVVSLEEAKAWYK
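Giardia FBPA (40 nM reagent) was preincubated 10 min at RT with compound (up to 57.5 uM final), then substrate plus GAPDH/TPI/NAD/arsenate coupling system with diaphorase/resazurin was added; resorufin fluorescence (525/598 nm) was read after 20 min.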
HCMV antiviral = human cytomegalovirus inhibition; AID 1259415; 4.5% of 410,000 active; HFF cells, HCMV-luciferase reporter, 72 h; stronger effect = lower value; activity change, negative = inhibition, % at 57.5 µM; in the data active = activity change below about -60%; inconclusive = no clear call, values can overlap the other calls; inactive = above about -39%; also: % is scaled to controls: 0 for no effect and ±100 for the full control effect
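Compounds were evaluated in HFFs infected with an HCMV luciferase reporter virus (MOI 1 PFU/cell). Luciferase in lysates collected 72 h post infection served as the replication measure.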
AMA1-RON2 inh = AMA1-RON2 (P. falciparum) interaction inhibition. 0.2% of 360,000 active. Potency, µM (series often up to 58.2 µM), for inactives: at the top dose activity change, negative = inhibition, most hits filed as inhibitors. AlphaScreen AMA1-biotinylated RON2 peptide binding;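 also: potency is read from the fitted curve at half-maximal effect; 0% = vehicle wells and -100% = peptide control; nearly all actives have a fitted effect of over 45% in size; some results filed as inactive show a strong effect at the top dose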
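AMA1 (3D7) with his tag at 25 nM final met compounds first, then biotinylated RON2 peptide at 25 nM; detection used donor plus acceptor beads, 10 µg/mL apiece, read by AlphaScreen after 30 min at room temperature.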
CHX counter = affects cycloheximide protein synthesis inhibition readout, counter-screen; cell reporter, cycloheximide protein synthesis inhibition counterscreen; max response, %; 12% of 300,000 active; AID 2314; in the data active = max response mostly above about 13%, no sharp cut-off; inactive = mostly below about 14%; also: read at 38.3 µM for the half of the compounds with a filed dose; 0% is about no effect
Active calls of the source: *; ? = inconclusive; . = no result given; & = joins results of further samples; [ ] = remark or other dose. Unless noted, calls follow the shape of the dose curve; as a rule, active = well fitted curve in the direction sought with a large enough effect; inconclusive = small, poorly fitted or top-dose-only effect, or another doubt; inactive = no such curve, though single readings can be large; an effect the other way counts as inactive or inconclusive.

SMILES	AmpC detergent	AmpC inh no detg	Shiga inhibitor	Giardia FBPA inh	HCMV antiviral	AMA1-RON2 inh	CHX counter
CC(C)(C)c1ccc(COn2c(=O)c(-c3ccco3)[n+]([O-])c3ccccc32)cc1	3%	-31%	5	-29%	-2	-5%	19*
COc1ccc(NC(=O)CSc2nc3[nH]ncc3c(=O)n2-c2ccccc2OC)cc1OC	-1%	-9%	12	-16%	-24	-18%	1
Cn1ncc(Br)c1C(=O)NC1CCCCCCC1	2%	28%	4	0%	9	-8%	3
CC(C)OCCCn1c(=O)c2ccccc2n2c(CCC(=O)NCc3ccccn3)nnc12	3%	-2%	-2	.	-2	15%	-5
Oc1ccc(CN2CCCCC2)nc1-c1ccccc1	-12%	-11%	-27	-6%	-10	18%	-2
CC1CCCN(S(=O)(=O)c2ccc(N(C(=O)c3cnccn3)C(C(=O)NC3CCCCC3)c3cccs3)cc2)C1 (stereo unspecified)	-5%	137%[activator]	-1	-5%	?	-5%	-3
COc1ccc(C(=O)C2CCCN(Cc3cnc(N4CCOCC4)s3)C2)cc1F (stereo unspecified)	2%	76%[activator]	-9	0%	5	-7%	-2
COc1cc(/C=N/N=C(\N)c2nonc2N)cc(OC)c1O	-5%	-35%	79*	-17%	0	51%[activator]	47*
Cc1nnc(SCc2ccc(Cl)cc2)n1CC1CCCO1 (stereo unspecified)	-15%	15%	-11	-3%	-25	8%	-2
COc1ccc(NC(=O)Nc2ccccc2)cc1S(=O)(=O)N1CCCCC1	-3%	-53%	21	2%	?	-7%	19
Cc1cc(C)c2sc(N)nc2c1	3%	-30%	8	-3%	?	23%	-4
CCC(CO)Oc1cc(NCc2ccccc2)c2ncn(C3CCCC3)c2c1 (stereo unspecified)	.	-12%	.	.	36	-26%	.
COc1cc2c(cc1NCc1ccccn1)oc1ccccc12	-12%	-58%	33*	?	70	36%[activator]	11
CCCS(=O)(=O)c1c(S(=O)(=O)CCC)c2c3ccccc3ccn2c1C(N)=O	?	12%	-8	-1%	21	-3%	-4
COCCCNC(=O)c1ccc(Cn2c(=O)c3ccccc3n(Cc3ccc(C)cc3)c2=O)cc1	-4%&-5%	0%	-8	2%	-5&14	5%	7
Cc1ccc2cccc(OCC(=O)Nc3ccc(N4CCOCC4)cc3)c2n1	3%	43%	-2	-7%	-27	0%	-2
COc1cccc(-n2c(=O)c3cc(OC)c(OC)cc3n(CC(=O)Nc3cc(C)[nH]n3)c2=O)c1	-6%	-22%	-13	2%	13	-3%	0
Cc1ccc(S(=O)(=O)N2CCC(Oc3cccc(C(F)(F)F)c3)CC2)cc1	7%	-5%	-4	2%	-24	9%	-9
Fc1ccc(C[n+]2csc3ccccc32)cc1	-12%	-21%	46	-15%	97	-12%	13
N#C/C(=C(/O)CN1CCOCC1)c1nc2ccccc2s1	4%	-27%	55	-12%	20	22%	10
Cc1cc(OCC(=O)OCC(=O)N2CCc3ccccc3C2)ccc1Cl	5%	1%	.	.	39	7%	.
COc1ccc(NC(=O)C2CCCN2c2ccc(OC)c(OC)c2)cc1OC (stereo unspecified)	?	2%	-17	?	42	0%	-4
COc1ccc(OCc2nnc(SCC(=O)N3C(C)CCCC3C)o2)cc1 (stereo unspecified)	-4%	40%	29	9%	-9	-4%	-2
CCOc1cc(N2CCOCC2)c(OCC)cc1NC(=O)c1c(-c2ccccc2Cl)noc1C	1%	138%[activator]	-10	-24%	3	?	14
Cc1c(C(=O)CN2CCOCC2)[nH]c2ccccc12	?	-37%	-10	-23%	84	-4%	-6
COc1ccccc1NC(=O)c1ccc(CN(c2cc(Cl)ccc2C)S(=O)(=O)c2ccccc2)cc1	1%	-8%	-5	4%	-20	-5%	13
CN(C)S(=O)(=O)c1ccc(C(=O)N2CCOCC2)cc1	?	-23%	-9	1%	-21	1%	-5
O=C(CSc1nc(N2CCCCC2)nc(N2CCCCC2)n1)c1ccccc1	3%	-29%	9	-1%	35	-8%	-5
Cc1ccc(C(=O)N2NC(c3ccc(F)cc3)C3C(=O)N(c4ccc(C)cc4)C(=O)C32)cc1 (stereo unspecified)	-12%	-16%	-6	1%	21	11%	-3
CCc1ccc(-c2cc(C)no2)cc1S(=O)(=O)NCc1ccc(OC)c(OC)c1	-3%	-5%	3	.	-11	0%	-8
COC(=O)Cc1ccc(NC(=O)C(c2ccccc2)c2ccccc2)cc1	-10%	-19%	37	7%	-37	5%	-3
O=C1/C(=C\c2ccc(O)c(O)c2)SC(=S)N1Cc1ccccc1	-5%	11µM*	14	?	?	?	11
O=C1c2ccc3c4c(ccc(c24)C(=O)N1c1cccc(O)c1)CC3	-11%	-13%	-9	-2%	?	13%	2
Cc1ccc(NC(=O)c2cc(S(=O)(=O)N3CCCCC3)cs2)cc1	3%	-42%	-4	-2%	-81*	2%	-1
O=C(COC(=O)c1cnccn1)c1ccc(Cl)cc1	-5%	-28%	-6	3%	?	-16%	-2
CN(CC(=O)Nc1ccccc1)CC(=O)Nc1ccccc1Cl	3%	0%	31*	3%	-16	81%[activator]	19*
COC(=O)c1cc(S(=O)(=O)NC2CCC(C)CC2)cn1C (stereo unspecified)	1%	-17%	1	.	-8	12%	-2
CC(C)OC(=O)CN1C(=O)C(C)(C)Oc2ccc(C(=O)NC3CC3)cc21	6%	10%	1	-6%	14	-7%	-1
O=C(CSc1nc(O)c(Cc2ccccc2F)c(=O)[nH]1)N1CCCCCC1	?	-7%	-7	10%	18	6%	-4
CCCN1CNC(=S)N(CCc2ccccc2)C1	-3%	-17%	-14	-5%	14	-14%	-3
COCC(=O)N(Cc1ccc(OC)cc1)Cc1nc2ccccc2c(=O)[nH]1	-1%	-6%	-5	-9%	26	74%[activator]	-1
C=CCn1c(NC(=O)c2ccc(C)cc2)c(C#N)sc1=N	-3%	-17%	-1	7%	-23	7%	24
COC(=O)c1ccc(-c2noc(CN3CCCCC3c3nccn3C)n2)cc1 (stereo unspecified)	0%	22%	-13	1%	0	4%	-5
Cn1c2c(c(=O)n(C)c1=O)C(CC(=O)Nc1ccc(F)cc1)C(=O)N2 (stereo unspecified)	-11%	-13%	-2	3%	4	35%[activator]	-3
CSc1nsc(SC)c1NC(=O)OCc1ccccc1	-6%	-18%	45	.	41	9%	22*
O=C(COC(=O)Cc1ccccc1F)Nc1ccc2[nH]c(=O)[nH]c2c1	-2%	-20%	.	.	11	-18%	.
O=C1C(=C(c2ccccc2)c2ccccc2)Nc2ccccc21	0%	-24%	3	-17%	170	25µM*	4
CCc1c(C)nc(SCC(=O)N2CC(C)OC(C)C2)[nH]c1=O (stereo unspecified)	?	-10%	.	.	28	14%	.
CC(C)OCCCNC(=O)C(NS(=O)(=O)c1ccc2c(c1)c(=O)n(C)c(=O)n2C)c1ccccc1 (stereo unspecified)	-7%	2%	-2	1%	.	.	7
O=C(NCc1ccc(Cl)cc1)c1ccc(Br)o1	-2%	-21%	0	0%[89.2 µM]	-21	2%	17&3

New compounds follow.
SMILES	AmpC detergent	AmpC inh no detg	Shiga inhibitor	Giardia FBPA inh	HCMV antiviral	AMA1-RON2 inh	CHX counter
CC(C)(C)C(=O)N(CCN(C(=O)C(C)(C)C)c1ccccc1)c1ccccc1	-9%	-8%	-4	4%	-24	-3%	1
Cc1ccc2nc(-c3ccccn3)c(Nc3ccccc3C)n2c1	10%&23%	99%[activator]	-8	-20%	-100*	-71%	-1
COc1ccc(C2C(C(=O)c3cccs3)=C(O)C(=O)N2c2nncs2)cc1 (stereo unspecified)	-6%	-21%	26	4%	6	18%	13
CC1(C)C(c2cccs2)=[N+]([O-])C2(CCCCC/C2=N\NC(N)=S)N1O (stereo unspecified)	?	5%	9	-8%	6	127%[activator]	-1
Nc1nnc(-c2cc3ccccc3oc2=O)s1	0%	-9%	152*	-2%	64	-2%	44*
O=C(c1ccc(Cl)c([N+](=O)[O-])c1)N(Cc1ccc(F)cc1)C1CCS(=O)(=O)C1 (stereo unspecified)	0%	28%	-15	1%	-14	-2%	-2
CN(c1ccccc1)S(=O)(=O)c1ccc(C(=O)Nc2nnc(-c3ccco3)o2)cc1	0%	-36%	-4	?	-95*	34%[activator]	-3
COc1ccc(C(CNC(=O)COc2ccc(Br)cc2F)N2CCCC2)cc1 (stereo unspecified)	-6%	-14%	-5	1%	74	4%	-1
C#CCOCCOCCOCCNc1nc(N2CCN(C(=O)[C@H]([C@@H](C)CC)n3cc(CCCN=C(N)N)nn3)CC2)nc(N2CCN(C(=O)[C@H](CCCCN)n3cc(CCCC)nn3)CC2)n1	?	293%[activator]	-13	-4%	-15	-11%	-4
Cc1cccc(Cc2nnc(NC(=O)c3cccc(S(=O)(=O)N4CCOCC4)c3)s2)c1	0%	1%	-3	-2%	-8	-4%	-1
Cn1ccc(C(=O)NC(=S)N2CCSCC2)n1	7%	-11%	12	?	6	39%[activator]	12*
COCC1CCN(Cc2nc(-c3ccc4c(c3)OCO4)no2)C1 (stereo unspecified)	5%	2%	67*	0%	4	6%	39*
O=C(NCCc1cn2ccccc2n1)c1cc(COc2ccc3ncccc3c2)on1	7%	-5%	2	-4%	-76*	-1%	3
c1ccc(CSc2nnc(-c3ccncc3)o2)cc1	2%	-19%	85*	5%	-73*	14%	35*
CSC1=C(C#N)C(c2cccc(Br)c2)CC(=O)N1 (stereo unspecified)	?	-20%	2	1%	?	-2%	-3
C/C(O)=c1/ccc2cccc3nc(C)nc1c23	-3%	11%	-4	-28%	-79*	20%	-2
O=C(COc1ccc(Cl)cc1)N1CCN(c2ccc([N+](=O)[O-])c(N3CCOCC3)c2)CC1	-15%	59%	-12	-11%	-5	-5%	8

Molecules above containing a cyano group:
SMILES	AmpC detergent	AmpC inh no detg	Shiga inhibitor	Giardia FBPA inh	HCMV antiviral	AMA1-RON2 inh	CHX counter
N#C/C(=C(/O)CN1CCOCC1)c1nc2ccccc2s1	4%	-27%	55	-12%	20	22%	10
C=CCn1c(NC(=O)c2ccc(C)cc2)c(C#N)sc1=N	-3%	-17%	-1	7%	-23	7%	24
CSC1=C(C#N)C(c2cccc(Br)c2)CC(=O)N1 (stereo unspecified)	?	-20%	2	1%	?	-2%	-3

Among those listed so far, 2 contain a tert-butyl group.
SMILES	AmpC detergent	AmpC inh no detg	Shiga inhibitor	Giardia FBPA inh	HCMV antiviral	AMA1-RON2 inh	CHX counter
CC(C)(C)c1ccc(COn2c(=O)c(-c3ccco3)[n+]([O-])c3ccccc32)cc1	3%	-31%	5	-29%	-2	-5%	19*
CC(C)(C)C(=O)N(CCN(C(=O)C(C)(C)C)c1ccccc1)c1ccccc1	-9%	-8%	-4	4%	-24	-3%	1
